Compound activity (PubChem BioAssay)
RGS4 inh: inhibitors of human regulator of G protein signaling 4; P49798; Potency, µM (titrated, usually from 114 µM), without a hit: at the highest dose activity change, negative = inhibition, most hits filed as inhibitors; hit rate 0.039% among 390,000; Transcreener GDP fluorescence polarization, RGS4-accelerated GTP hydrolysis; note: % is set by controls: 0 for no effect and ±100 for the full control effect; nearly all actives have a fitted effect of over 75% in size; some results filed as inactive show a strong effect at the top dose
Target sequence (P49798 whole entry, looked up): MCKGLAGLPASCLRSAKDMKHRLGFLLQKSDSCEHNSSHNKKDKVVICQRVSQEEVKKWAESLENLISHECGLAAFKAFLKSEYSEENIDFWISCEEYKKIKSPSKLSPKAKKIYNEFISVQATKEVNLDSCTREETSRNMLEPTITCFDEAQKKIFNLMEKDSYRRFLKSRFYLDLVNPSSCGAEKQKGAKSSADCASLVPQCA
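MLSMR compounds (23 nl, pin-transferred) preincubated 10 min at room temperature with a 500nM (2x) first reagent, then RGS4 at 900nM (2x) plus Transcreener GDP mix added; fluorescence polarization (620/688 nm) read before and after 90 min at 30 °C.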
ALOX12 inh: ALOX12 (human) lipoxygenase inhibition; P18054; purified 12hLO, xylenol orange hydroperoxide absorbance; Potency, µM (top dose mostly 108 µM), for inactives: at the top dose activity change, negative = inhibition, hits mostly inhibitors; hit rate 1.1% among 580,000; AID 1671190; note: % is set by controls: 0 for no effect and ±100 for the full control effect
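Purified human 12hLO (150 nM final) in 25 mM Hepes, 0.01% Triton X-100, pH 7.0 was preincubated 15 min at room temperature with compound. Then 40 uM arachidonic acid was added, 30 min. Hydroperoxide was read by Fe-XO absorbance ratio 573/405 nm.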
TrxR1 inh: rat TrxR1 inhibition; recombinant rTrxR1, NADPH fluorescence consumption, selenite substrate; Potency, µM (top dose mostly 114 µM), for the others: at the top dose activity change, negative = inhibition, actives largely listed as inhibitors; hit rate 1% among 390,000; AID 588453; note: % is set by controls: 0 for no effect and ±100 for the full control effect; nearly all actives have a fitted effect of over 65% in size
Target sequence (O89049 whole entry, looked up): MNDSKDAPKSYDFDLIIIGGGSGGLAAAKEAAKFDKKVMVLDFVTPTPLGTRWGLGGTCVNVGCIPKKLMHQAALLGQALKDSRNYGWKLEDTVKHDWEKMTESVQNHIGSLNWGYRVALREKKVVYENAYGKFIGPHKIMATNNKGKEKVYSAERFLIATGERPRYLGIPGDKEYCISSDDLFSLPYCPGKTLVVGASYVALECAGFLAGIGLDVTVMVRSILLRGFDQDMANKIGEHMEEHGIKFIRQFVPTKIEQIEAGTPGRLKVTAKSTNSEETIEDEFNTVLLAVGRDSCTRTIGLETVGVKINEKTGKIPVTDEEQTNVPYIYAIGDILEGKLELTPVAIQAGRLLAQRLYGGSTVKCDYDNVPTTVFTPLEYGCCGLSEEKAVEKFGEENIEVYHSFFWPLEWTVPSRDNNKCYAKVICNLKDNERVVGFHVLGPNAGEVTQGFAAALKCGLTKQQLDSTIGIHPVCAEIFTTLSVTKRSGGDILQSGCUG
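Rat TrxR1 (90 nM in the dispensed reagent) was pre-reduced with 400 uM NADPH for 5 min at room temperature, then incubated with compound for 15 min. After 400 uM selenite was added, NADPH fluorescence (Ex 340/Em 450 nm) was followed for 8 min.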
TrxR1 substrate: is turned over as a substrate by rat TrxR1; O89049; purified TrxR1 substrate turnover, NADPH consumption readout; Potency, µM (titrated, usually from 114 µM), without a hit: at the highest dose activity change, negative = substrate turnover; hit rate 0.01% among 390,000; AID 588456; note: % is set by controls: 0 for no effect and ±100 for the full control effect; nearly all actives have a fitted effect of over 50% in size
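Rat TrxR1, dispensed at 90 nM, was prereduced with 400 uM NADPH (final) for 5 min at ~22 deg C, then incubated with compound 15 min before 400 uM selenite. A first-read NADPH fluorescence drop versus no-compound background flagged substrates.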
USP1-UAF1 inh: USP1/UAF1 (human) deubiquitinase inhibition; O94782; recombinant USP1/UAF1, Ub-Rhodamine cleavage fluorescence; Potency, µM (highest dose often 57.1 µM), inactives show at the highest dose activity change, negative = inhibition, usual class: inhibitors; hit rate 0.23% among 390,000; AID 743255; note: % is set by controls: 0 for no effect and ±100 for the full control effect; nearly all actives have a fitted effect of over 60% in size; inactives centre near -12
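High-throughput fluorogenic screen: 1nM USP1/UAF1 complex, Ub-Rho substrate 150nM final, 50mM HEPES pH 7.8 with 0.5mM EDTA, 0.1 mg/ml BSA, 1mM TCEP and 0.01% Tween-20.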
mIDH1 inhibitor: blocks human mutant IDH1 R132H enzyme; O75874; IDH1-R132H enzyme, NADPH consumption, diaphorase/resazurin fluorescence; Potency, µM (top dose mostly 76.6 µM), for inactives: at the top dose activity change, negative = inhibition, most hits filed as inhibitors; hit rate 0.093% among 390,000; note: % is set by controls: 0 for no effect and ±100 for the full control effect; nearly all actives have a fitted effect of over 65% in size
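IDH1-R132H (0.5 ug/mL) preincubated 30 min with compound, then NADPH (0.016 mM) and alpha-KG (2 mM) added; 80 min at RT, pH 7.5. Remaining NADPH coupled via diaphorase/resazurin to fluorescence (540/590 nm); concentration-response curves normalized to no-enzyme control.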
Vif-APOBEC3G blk: blocks the Vif interaction with human APOBEC3G; hit rate 0.076% among 410,000; HeLa A3G-eYFP + Vif (tagged APOBEC3G with the HIV-1 protein that degrades it), YFP fluorescence, overnight; Potency, µM (top dose mostly 46.1 µM), without a hit: top-dose activity, negative = active, usual class: inhibitors;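 note: % is set by controls: 0 for no effect and ±100 for the full control effect; nearly all actives have a fitted effect of over 60% in size; hits raise eYFP signal because A3G escapes Vif-driven loss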
Target sequence (Q9HC16 whole entry, looked up): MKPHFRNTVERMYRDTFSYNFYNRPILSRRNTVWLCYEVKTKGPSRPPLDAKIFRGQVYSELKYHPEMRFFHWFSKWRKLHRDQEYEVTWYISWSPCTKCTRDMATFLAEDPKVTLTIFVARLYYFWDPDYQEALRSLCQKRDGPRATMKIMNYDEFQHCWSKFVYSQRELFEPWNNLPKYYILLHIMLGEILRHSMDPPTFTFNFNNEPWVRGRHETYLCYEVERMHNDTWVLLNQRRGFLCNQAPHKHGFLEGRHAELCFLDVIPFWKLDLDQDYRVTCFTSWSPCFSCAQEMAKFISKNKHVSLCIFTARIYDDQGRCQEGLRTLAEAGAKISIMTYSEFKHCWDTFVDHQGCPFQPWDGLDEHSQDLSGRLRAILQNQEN
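HeLa cells stably expressing Vif and C-terminally eYFP-tagged A3G, seeded overnight at 37 deg C, then exposed to compound by pintool overnight at 37 deg C. Rise in yellow fluorescence (Ex 488/Em 500-530, Acumen) marks blocked Vif-driven A3G degradation.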
RXFP1 agonist: RXFP1 (human) receptor agonism; Q9HBX9; HEK293T-RXFP1 cAMP TR-FRET, 30 min; response scale: percent of porcine relaxin response, buffer zero; Potency, µM (titrated, usually from 57.5 µM), for the others: top-dose activation, actives largely listed as activators; hit rate 0.3% among 370,000; note: % is set by controls: 0 for no effect and ±100 for the full control effect; nearly all actives have a fitted effect of over 60% in size; many of its hits are not listed in these tables
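HEK293 cells stably expressing RXFP1, treated 30 min at 37C with compounds plus PDE4 inhibitor Ro 20174; cAMP measured by HTRF TR-FRET. Normalized to buffer and 29 nM porcine relaxin; EC50 by Hill fit.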
Vif-APOBEC3F blk: inhibitors of Vif-A3F interaction | HeLa A3F-eYFP + Vif (tagged APOBEC3F with the HIV-1 protein that degrades it), YFP fluorescence increase | Potency, µM (top dose mostly 46.1 µM), inactives show top-dose activity, negative = active | hit rate 0.2% among 390,000 | AID 602313; note: % of control where 0% means no effect; nearly all actives have a fitted effect of over 65% in size
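HeLa cells stably expressing A3F-eYFP plus Vif, plated and incubated overnight at 37 deg C, then exposed to compounds overnight at 37 deg C. Blocked degradation read as raised yellow fluorescence (Ex 488/Em 500-530).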
Starred values were filed as active, the others as inactive; ? = inconclusive; . = not tested or not shown; [ ] = dose if it differs, or a comment. Calls come from the whole dose curve; as a rule, active = well fitted curve in the direction sought with a large enough effect; inconclusive = small, poorly fitted or top-dose-only effect, or another doubt; inactive = no such curve, though single readings can be large; an effect the other way counts as inactive or inconclusive. Potency is the fitted concentration of half-maximal effect.

SMILES	RGS4 inh	ALOX12 inh	TrxR1 inh	TrxR1 substrate	USP1-UAF1 inh	mIDH1 inhibitor	Vif-APOBEC3G blk	RXFP1 agonist	Vif-APOBEC3F blk
CC(C)(C)OC(=O)N1CCC(C(=O)Nc2cccc(C(=O)NCCCCc3ccccc3)c2)CC1	18%	?	1%	-9%	-25%	-2%	0%	.	-2%
CC(C)(C)S(=O)(=O)c1cnc(-c2ccc(Cl)cc2)nc1N	15%	43%[activator]	5%	-7%	-21%	0%	-1%	?	-6%
O=C(COC(=O)/C=C/c1ccc2c(c1)OCO2)Nc1ccccc1	-12%	-8%	16%[57.1 µM]	1%[57.1 µM]	-24%	-3%	-4%	-4.1%	18%
C[C@H](NC(=O)c1ccco1)C(=O)Nc1cccc([N+](=O)[O-])c1	-4%	0%	6%[57.1 µM]	12%[57.1 µM]	-17%	4%	3%	2.1%	-1%
Fc1cnc(N/N=C/c2ccc(-c3ccc(Br)cc3)o2)nc1N1CCOCC1	-16%	39%	-17%	-8%	-13%	0%	3%	4.5%	3%
CCN1CCN(CCCNC(=O)c2ccc3nc(Cc4ccccc4)oc3c2)CC1	-8%	-24%	15%[57.1 µM]	1%[57.1 µM]	-26%	-8%	-1%	1.5%	-3%
O=C1C2C3C=CC(C2C(=O)N1C1CCCCC1)C1C(=O)N(C2CCCCC2)C(=O)C31 (stereo not drawn)	3%	-12%	15%[57.1 µM]	8%[57.1 µM]	-10%	1%	0%	1.0%	-10%
COC(=O)CSc1nnc(CNC(=O)c2cc(OC)c(OC)c(OC)c2)n1C	9%	14%	10%	6%	-1%	4%	0%	2.9%	-3%
C=C(C)Cn1c(SCC#N)nc2ccccc2c1=O	23%	0%	19%[57.1 µM]	6%[57.1 µM]	-20%	0%	-3%	0.7%	-7%
O=C1CN(c2ccccc2)C(=O)N1	-10%	67%[activator]	21%[57.1 µM]	3%[57.1 µM]	-6%	1%	1%	6.4%	0%
CCCCS(=O)(=O)N1CCCC(C(=O)Nc2ccc(Cl)cn2)C1 (stereo not drawn)	3%	0%	24%	-2%	-21%	-8%	2%	-0.5%	4%
O=C(CN(CC1CCCO1)C(=O)Cn1nnc(-c2ccc(F)cc2)n1)NC1CCCCC1 (stereo not drawn)	-2%	2%	1%	7%[57.1 µM]	-11%	-3%	1%	1.3%	-6%
CCn1c(COc2ccccc2)nnc1SCC(=O)Nc1ccc(N2CCOCC2)cc1	13%	17%	11%	2%	-10%	2%	-2%	-0.7%	-19%
FC(F)(F)Oc1ccc(NC(=S)NCc2ccccc2)cc1	12%	?	-23%	-13%	-8%	-9%	-7%	0.4%	-17%
COc1ccccc1NC(=O)N1CCN(S(C)(=O)=O)CC1	10%	0%	19%[57.1 µM]	9%[57.1 µM]	-14%	0%	-4%	1.4%	0%
Cc1ccc(N2N=C(c3ccc(F)cc3)CC2c2ccco2)cc1 (stereo not drawn)	-52%	25µM*	?	94%[activator]	-21%	13%	-1%	9.0%	-12%
COc1ccc(Cl)cc1NC(=O)CSC1=Nc2ccccc2C2=NC(CC(=O)NCc3cccs3)C(=O)N12 (stereo not drawn)	-20%	?	-14%	-6%	-18%	-3%	-8%	-2.3%	?
O=C(NCc1ccccc1)c1cnc(N2CCCCC2)c2ccccc12	-1%	-20%	12%[57.1 µM]	-5%[57.1 µM]	-18%	5%	5%	4.5%	-13%
COc1cc(OC)c(CN2CCCCCCC2)cc1Br	12%	-19%	15%	10%	-17%	2%	-9%	-2.3%	-7%
CCOc1ccc(C(=O)NCC(=O)NC(C)c2ccc(-n3ccnc3)cc2)cc1OCC (stereo not drawn)	-14%	15%	-14%	-10%	-13%	-1%	-1%	-1.1%	-1%

Single records, from the list above. Order of screens: RGS4 inh	ALOX12 inh	TrxR1 inh	TrxR1 substrate	USP1-UAF1 inh	mIDH1 inhibitor	Vif-APOBEC3G blk	RXFP1 agonist	Vif-APOBEC3F blk
Fc1cnc(N/N=C/c2ccc(-c3ccc(Br)cc3)o2)nc1N1CCOCC1 is listed with -16%	39%	-17%	-8%	-13%	0%	3%	4.5%	3%
COc1ccccc1NC(=O)N1CCN(S(C)(=O)=O)CC1 is listed with 10%	0%	19%[57.1 µM]	9%[57.1 µM]	-14%	0%	-4%	1.4%	0%

The main list resumes, starting 2 compounds before the break.
SMILES	RGS4 inh	ALOX12 inh	TrxR1 inh	TrxR1 substrate	USP1-UAF1 inh	mIDH1 inhibitor	Vif-APOBEC3G blk	RXFP1 agonist	Vif-APOBEC3F blk
COc1cc(OC)c(CN2CCCCCCC2)cc1Br	12%	-19%	15%	10%	-17%	2%	-9%	-2.3%	-7%
CCOc1ccc(C(=O)NCC(=O)NC(C)c2ccc(-n3ccnc3)cc2)cc1OCC (stereo not drawn)	-14%	15%	-14%	-10%	-13%	-1%	-1%	-1.1%	-1%
Cc1ccc(S(=O)(=O)N2CCCN(C)c3nc4ccccc4nc32)cc1	-18%	?	4%	3%	-11%	3%	?	1.6%	?
CC(C)CN1CCC(=O)N(C(CSc2ccc(Br)cc2)c2ccccc2)CC1 (stereo not drawn)	-18%	.	?	-9%	.	.	-2%	.	.
Cc1nnc(SCC(=O)Nc2ccc(Cl)cn2)s1	-14%	11%	10%	3%	5%	0%	-1%	0.8%	-10%
COc1ccccc1C(=O)NNC(=O)c1ccccc1	11%	?	22%	0%	0%	7%	0%	-0.2%	0%
Cc1cn(C2OC(CC(=O)Oc3ccccc3)C(O)C2O)c(=O)[nH]c1=O (stereo not drawn)	-4%	109%[activator]	58%[activator]	12%	-18%	2%	-3%	.	14%
Cc1ccc(S(=O)(=O)N(CC(=O)N/N=C/c2ccc(F)cc2)c2cccc3cccnc23)cc1	-22%	6%	20%	-9%	-5%	4%	-2%	0.4%	-12%
Cc1nc2ccccn2c1C(=O)NCC(C)C	5%	3%	26%	7%	-18%	3%	-3%	0.4%	-4%
CCOC(CNC(=O)c1nnc(Cc2cc(OC)c(OC)c(OC)c2)o1)OCC	-2%	-3%	10%	5%	-9%	0%	-7%	4.8%	-1%
CC(C)(CN1CCN(Cc2ccccc2)CC1)NS(=O)(=O)c1ccc(Cl)cc1	-23%	-20%	25%	7%	-20%	1%	1%	8.4%	-9%
N#C/C(=C\c1ccc(Cl)cc1)c1nc2ncccc2[nH]1	10%	0%	4%[57.1 µM]	6%[57.1 µM]	-1%	1%	?	-0.2%	-1%
Cc1ccc2cccc(S(=O)(=O)Nc3ccc4c(c3)OCO4)c2n1	-14%	?	-5%	8%[57.1 µM]	-4%	7%	-3%	-0.1%	-1%
COc1ccccc1CN(Cc1cc2cc(C)ccc2[nH]c1=O)Cc1nnnn1Cc1ccco1	-23%	?	7%[57.1 µM]	-6%	-12%	-7%	-1%	0.3%	-9%
COC(=O)c1ccc(C2CC(=O)Nc3cc(OC)c(OC)cc32)cc1 (stereo not drawn)	2%	13%	13%	6%	-13%	-9%	3%	1.5%	0%
CC(NC(=O)NCc1cccnc1)(C(F)(F)F)C(F)(F)F	-24%	7%	12%	5%	-23%	7%	2%	0.2%	-2%
COc1cc(C=NCC2OCCc3ccccc32)cc(OC)c1 (stereo not drawn)	2%	5%	4%	4%	-19%	2%	0%	-1.2%	-23%
CC(C)(C)NC(=O)CN(C(=O)CNC(=O)c1cccs1)c1ccccc1F	4%	8%	14%[57.1 µM]	8%[57.1 µM]	-17%	-1%	0%	0.1%	-31%
O=C(CCSCc1ccccc1Cl)N1CCN(c2ccccn2)CC1	16%	21%	21%	14%	-18%	2%	4%	-0.9%	-3%
CCOC(=O)N1C(=O)[C@](c2ccc(Cl)cc2)(C(C)C)N1C(=O)OCC	-10%	?	45µM*	-7%	?	-7%	-29%	-1.3%	3%
Cn1c(N)c(C(C[N+](=O)[O-])c2c(F)cccc2Cl)c(=O)n(C)c1=O (stereo not drawn)	-27%	12%	-7%	2%	-15%	16%	-7%	-1.7%	-6%
C#CCOC(=O)CCCN1C(=O)c2cccc3cccc(c23)C1=O	.	13%	.	.	-27%	8%	1%	.	0%
CCCn1c(N)[n+](CC(=O)c2ccco2)c2ccccc21	3%	18%	11%	3%	-11%	-5%	-5%	-0.4%	-14%
Cc1c(-n2c(SCC(=O)O)nnc2-c2ccccc2Br)c(=O)n(-c2ccccc2)n1C	27%[11.4 µM]	-25%	24%	0%	-4%	-13%	4%	-1.6%	-8%
CC1=NNC(=O)/C1=C\c1cn(-c2ccccc2)nc1-c1cccs1	?	?	-17%	1%	-16%	2%	-24%	4.0%	-2%
Cc1ccc2c(c1)sc(=NC(=O)C1CC1)n2C	6%	?	6%	-1%	-21%	14%	-2%	2.4%	1%
CCCC1(C(=O)O)NC(c2cccc(OC)c2O)C2C(=O)N(c3ccccc3)C(=O)C21 (stereo not drawn)	10%	22%	28%	0%	-15%	4%	7%	0.6%	-6%
Oc1ccc(CN2CCN(Cc3ccccc3)CC2)c2cccnc12	-10%[56.9 µM]	-19%	14µM*	-2%	-10%	8%	-8%	0.6%	-2%
COc1ccc(CCNC(=O)CCS(=O)(=O)c2ccc(C)cc2)cc1OC	29%	9%	9%	-6%	-4%	-4%	0%	0.0%	1%
O=C(COc1ccc(Cl)cc1)NCCN1CCCCC1	-10%	-12%	14%[57.1 µM]	-6%	-5%	-1%	-2%	1.0%	5%

An excerpt. The share of hits here may be higher or lower than overall.
